KCNH2 3.1 inh: KCNH2 3.1 (human) potassium channel inhibition; U2OS KCNH2 3.1, thallium flux FluxOr; stronger effect = lower value; activity change, % (tested at about 1.8 µM); 340,000 compounds, 0.95% hits; AID 720553;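 active = maximum activity change below -70%; inconclusive = maximum activity change from -70% to -50%; inactive = maximum activity change above -50%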;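 also: thallium influx rate constant from kinetic fluorescence after stimulation buffer; % is scaled to controls: 0 for no effect and ±100 for the full control effect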
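Steps: virus added to U2OS suspension (4 h, RT, dark); medium with 10% FBS added, cells plated, 37 C overnight; FluxOr/Red40 loading buffer 45 min RT; stimulation buffer, 2 min kinetic read; rate constant normalized.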
RORg inh: inhibitors of mouse ROR gamma transcriptional activity; P51450; Drosophila S2 Gal4-RORgamma UAS-luciferase reporter, 20 h; Potency, µM (doses to about 53.6 µM), inactives show at the top dose activity change, negative = inhibition, hits mostly inhibitors; 310,000 compounds, 5.4% hits; also: potency is read from the fitted curve at half-maximal effect; % is scaled to controls: 0 for no effect and ±100 for the full control effect; nearly all actives have a fitted effect of over 60% in size
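Compounds are pin-transferred onto Drosophila Schneider cells expressing a copper-inducible Gal4–ROR gamma transactivation domain fusion. After 1 hr, copper sulfate is added to 700 uM final; luciferase is read 20 hr later.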
Giardia kill: kills Giardia lamblia; 340,000 compounds, 0.15% hits; activity change, % at 7.66 µM, hits read low; Giardia lamblia trophozoite viability; AID 540267; in the data active = activity change below about -80%; inconclusive = between about -30% and that limit;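 also: parasites exposed to compound for two days anaerobically before the ATP read; % is scaled to controls: 0 for no effect and ±100 for the full control effect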
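ATP-content bioluminescence gauges trophozoite survival. Cells (100/well) receive compound and incubate anaerobically for 48 hrs at 37 deg C; detection reagent follows for 15-30 min at room temperature.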
Gal4-VP16 FLuc: inhibits Gal4-VP16 luciferase reporter, ROR gamma counter-screen; Drosophila S2 Gal4-VP16 UAS-luciferase, luminescence, 20 h; Potency, µM (top dose mostly 53.6 µM), inactives show at the top dose activity, negative = inhibition, hits mostly inhibitors; 310,000 compounds, 3.5% hits;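 also: Gal4-VP16 expression switched on by copper sulfate through the metallothionein promoter; potency is read from the fitted curve at half-maximal effect; % is scaled to controls: 0 for no effect and ±100 for the full control effect; nearly all actives have a fitted effect of over 50% in size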
uPA surface inh: blocks generation of uPA at the cell surface; cell surface uPA generation assay, qHTS; Potency, µM (highest dose often 38.3 µM), for inactives: top-dose activity change, negative = inhibition, hits mostly inhibitors; 330,000 compounds, 0.31% hits; active = well fitted inhibition curve with a large enough effect; inconclusive = small, poorly fitted or top-dose-only effect; inactive = no such curve, though single readings can be large or run the other way; tested in mouse RAW 264.7 cells; also: potency is read from the fitted curve at half-maximal effect; % is scaled to controls: 0 for no effect and ±100 for the full control effect; nearly all actives have a fitted effect of over 55% in size
Tb PFK inh: inhibitors of T. brucei phosphofructokinase; O15648; T. brucei PFK, ADP-Glo luminescence; Potency, µM (series often up to 57.5 µM), for inactives: top-dose activity, negative = inhibition, actives largely listed as inhibitors; 330,000 compounds, 0.17% hits; AID 485367;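 also: potency is read from the fitted curve at half-maximal effect; 0% = uninhibited 1x PFK enzyme wells and -100% = no-enzyme wells; nearly all actives have a fitted effect of over 60% in size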
Target sequence (O15648 whole entry, looked up): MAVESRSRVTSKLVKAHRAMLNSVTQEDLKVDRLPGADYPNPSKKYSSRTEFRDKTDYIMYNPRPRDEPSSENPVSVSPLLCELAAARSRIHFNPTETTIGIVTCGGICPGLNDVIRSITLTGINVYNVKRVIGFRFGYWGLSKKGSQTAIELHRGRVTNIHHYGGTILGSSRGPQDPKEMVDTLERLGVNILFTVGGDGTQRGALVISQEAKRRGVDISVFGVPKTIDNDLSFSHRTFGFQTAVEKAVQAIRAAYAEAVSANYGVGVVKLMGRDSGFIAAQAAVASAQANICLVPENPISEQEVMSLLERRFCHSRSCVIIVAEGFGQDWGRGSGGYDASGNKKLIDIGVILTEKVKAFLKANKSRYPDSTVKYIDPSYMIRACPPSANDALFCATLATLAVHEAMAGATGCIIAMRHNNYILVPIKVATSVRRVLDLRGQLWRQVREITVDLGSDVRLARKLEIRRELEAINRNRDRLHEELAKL
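Compounds were pin-transferred as a titration series up to 57 uM into substrate buffer (0.5 mM F6P, 0.1 mM ATP, pH 8.0), then 1.25 nM PFK was added and reactions ran 45 min before ADP-Glo detection.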
FLuc modulator: firefly luciferase modulation, counter-screen for miR-21 project | P08659 | purified FLuc, Km substrates, luminescence inhibition | Potency, µM (series often up to 57.5 µM), without a hit: top-dose activity change, negative = inhibition, hits mostly inhibitors | 360,000 compounds, 6.9% hits | AID 588342;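 also: potency is read from the fitted curve at half-maximal effect; plate controls were vehicle for no effect and reference inhibitor for full effect; nearly all actives have a fitted effect of over 55% in size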
Target sequence (P08659 whole entry, looked up): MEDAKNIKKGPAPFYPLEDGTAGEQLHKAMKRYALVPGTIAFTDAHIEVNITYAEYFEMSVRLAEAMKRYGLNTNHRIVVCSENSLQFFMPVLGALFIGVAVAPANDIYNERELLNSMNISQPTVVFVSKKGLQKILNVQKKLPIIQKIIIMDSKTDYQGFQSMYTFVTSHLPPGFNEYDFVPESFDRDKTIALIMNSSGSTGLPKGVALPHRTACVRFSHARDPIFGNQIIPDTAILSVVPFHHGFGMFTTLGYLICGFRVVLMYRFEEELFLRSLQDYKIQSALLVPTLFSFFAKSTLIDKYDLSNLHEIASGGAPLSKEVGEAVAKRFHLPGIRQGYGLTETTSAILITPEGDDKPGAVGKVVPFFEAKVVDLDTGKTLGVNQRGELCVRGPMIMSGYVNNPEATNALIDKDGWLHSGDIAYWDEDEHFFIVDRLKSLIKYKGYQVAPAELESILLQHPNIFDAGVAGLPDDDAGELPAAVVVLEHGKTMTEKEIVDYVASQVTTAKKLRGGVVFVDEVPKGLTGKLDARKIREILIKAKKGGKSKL
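Purified P. pyralis luciferase, 10 nM final, with Km-level 10 uM D-luciferin and 10 uM ATP in 50 mM Tris acetate pH 7.5, 10 mM Mg acetate, 0.01% Tween-20, 0.05% BSA; 6-point qHTS titration about 60 µM downward; luminescence read.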
Coupling enz: coupling enzyme interference in Giardia aldolase counter-screen; coupling enzyme system counterscreen, AmpLite Red fluorescence; activity change, negative = inhibition, % at 58.2 µM, hits read low; 290,000 compounds, 0.67% hits; AID 2472; in the data active = activity change below about -30%; also: % is scaled to controls: 0 for no effect and ±100 for the full control effect
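Fluorescence at 525 nm excitation and 598 nm emission measured inhibition of the coupled detection system without aldolase. Compounds (at 57.5 uM final) were preincubated 10 min at room temperature with coupling enzyme reagent before a 20 min substrate/AmpLite Red step.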
Rab9 prom act: activates the Rab9 promoter. Huh7 Rab9 promoter-luciferase reporter, luminescence, 24 h. Potency, µM (highest dose often 9.22 µM), without a hit: top-dose activation, negative = inhibition, hits mostly activators. 320,000 compounds, 2.8% hits; also: potency is read from the fitted curve at half-maximal effect; % of control where 0% means no effect; nearly all actives have a fitted effect of over 60% in size
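Quantitative HTS format; Huh7 Rab9-luciferase reporter cells (1500/well) receive compound 2 h post-plating, incubate 24 h at 37 °C, then get luciferase reagent for 10 min before luminescence reading.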
NPC1 prom act: NPC1 promoter activation. Potency, µM (doses to about 9.22 µM), for inactives: top-dose activation, hits mostly activators. Huh7 NPC1 promoter luciferase reporter, 24 h. 320,000 compounds, 2.4% hits;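 also: potency is read from the fitted curve at half-maximal effect; % of control where 0% means no effect; nearly all actives have a fitted effect of over 60% in size; reporter is driven by a mutant NPC1 promoter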
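Luminescence from an NPC1 promoter-driven luciferase reporter in stably transfected Huh7 cells was measured after 24 h compound treatment at 37 °C, followed by 10 min ambient incubation with luciferase detection reagent.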
ELG1 genotox: induces genotoxicity in HEK293T cells with luciferase-tagged ELG1 | AID 504466 | Potency, µM (titrated, usually from 46 µM), for inactives: at the highest dose activity change, positive = activation, hits mostly activators | 330,000 compounds, 1.3% hits | HEK293T ELG1-luciferase reporter, luminescence, 16 h; also: potency is read from the fitted curve at half-maximal effect; % of control where 0% means no effect; nearly all actives have a fitted effect of over 60% in size
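Reporter readout depends on ELG1 protein level, which increases with genetic stress. After 16 hr compound exposure at 37 °C, luciferase activity was quantified using ONE-Glo.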
The depositor's hits bear a star; ? = inconclusive; / = not tested or not shown; & = joins results of further samples; [ ] = another dose, or the depositor's remark. Unless noted, calls follow the shape of the dose curve; as a rule, active = well fitted curve in the direction sought with a large enough effect; inconclusive = small, poorly fitted or top-dose-only effect, or another doubt; inactive = no such curve, though single readings can be large; an effect the other way counts as inactive or inconclusive.

Under each structure: KCNH2 3.1 inh	ELG1 genotox	RORg inh	FLuc modulator	uPA surface inh	Coupling enz	NPC1 prom act	Tb PFK inh	Rab9 prom act	Giardia kill	Gal4-VP16 FLuc
- O=[N+]([O-])c1ccccc1CN1CCN(c2ncccn2)CC1
→ -27	0%	0%	3%	0%	1	-1%	3%	-1%	1	-7%
- CC1CN(C)C(C)c2c1oc1ccc([N+](=O)[O-])cc21 (stereo unspecified)
→ 15	-4%	-5%	-1%	-1%	0	-5%	-2%	-7%	17	-17%
- CCOC(Cn1c(SCC(=O)Nc2cc(C)on2)nc2ccccc2c1=O)OCC
→ 6	-1%	-9%	2%	5%	0	2%	-1%	-3%	-3	7%
- CC(C)C(C)NC(=O)COc1ncnc2sccc12 (stereo unspecified)
→ 0	1%	1%	-1%	0%	2	-3%	3%	-4%	-7	0%
- c1cncc(-c2nnc(-c3cccs3)o2)c1
→ -24	11%	32%	-14%	-1%	4	15%	1%	?	-21	3%
- CCCCNC(=O)C(=O)NCCCn1ccnc1
→ 10	6%	14%	-1%	-2%	8	-4%	0%	-1%	-23	0%
- O=C(OCc1nc2ccccc2[nH]1)C1CCCCC1
→ -4	-1%	-8%	?	16%	1	-1%	-4%	1%	-3	-11%
- NS(=O)(=O)c1ccc(NC(=S)NC(=O)c2ccc(Br)o2)cc1
→ -9	-2%	-21%	-2%	-1%	1	1%	11%	2%	-2	-18%
- O=C(CCCCCCN1C(=O)c2ccccc2C1=O)NC1CCCCC1
→ 17	-1%	-6%	-2%	8%	1	-4%	0%	1%	-6	0%
- COc1cccc(C(=O)C(C#N)=C(SC)SC)c1
→ -21	9%	-100%	?	?	1	-36%[inhibitor]	-3%	-43%[inhibitor]	10	?
- CCN(CC)S(=O)(=O)c1ccc(NC(=O)COc2c(OC)cccc2OC)cc1
→ 3	-16%	3%	1%	-3%	0	-4%	4%	-9%	8	2%
- Cc1ccoc1C(=O)N1CCCC(CO)(Cc2ccc(F)cc2)C1 (stereo unspecified)
→ /	-9%	-5%	2%	-1%	/	-1%	2%	0%	-10	1%
- O=c1[nH]c(/C=C/c2ccccc2Cl)c([N+](=O)[O-])c(=O)[nH]1
→ 1	-9%	-13%	-1%	-3%	16	1%	-4%	-5%	-1	-1%
- O=C(c1cccs1)N1CCN(c2nc3c(F)cc(F)cc3s2)CC1
→ -3	-4%	/	?	-2%	/	13%	-5%	14%	10	/
- COc1ccc(Cl)cc1NC(=O)CN(C)CC(=O)NC(C)c1ccccc1 (stereo unspecified)
→ 2	-9%	17%	-4%	0%	-1	-4%	-8%	29%	-19	-7%
- CCN1C(=O)S/C(=C\c2ccc(N3CCOCC3)cc2C)C1=O
→ -41	?	16%	2.7µM*	0%	0	2µM*	2%	2µM*	5	3%
- O=C(Nc1ccc(N2C(=O)CCC2=O)cc1Cl)c1cccs1
→ -1	4%	22%	-9%	7%	1	-5%	-7%	-2%	3	-12%
- O=C(CCNS(=O)(=O)c1ccc(Br)s1)N1CCCCC1
→ 6	1%	-7%	3%	1%	3	2%	3%	3%	4	0%
- COc1cccc(OCC(O)CN2CCN(c3ncccn3)CC2)c1 (stereo unspecified)
→ 8	0%	15%	-1%	7%	2	2%	-1%	-2%	-24	1%
- CC(c1ccccc1)C1C(C#N)=C(N)SC(N)=C1C#N (stereo unspecified)
→ 15	-3%	?	-5%	-6%	0	4%	1%	2%	-17	?

Continued.
Under each structure: KCNH2 3.1 inh	ELG1 genotox	RORg inh	FLuc modulator	uPA surface inh	Coupling enz	NPC1 prom act	Tb PFK inh	Rab9 prom act	Giardia kill	Gal4-VP16 FLuc
- Cc1nn(C)c(Oc2cccc(C(F)(F)F)c2)c1C=O
→ 10	-3%	16%	1%	-2%	1	-1%	0%	0%	-5	15%
- COc1ccc(NC(=O)c2cc(S(=O)(=O)N(Cc3ccccc3)c3ccccc3)ccc2Cl)cn1
→ -10	0%	4%	-1%	-8%	-44*	0%	-4%	-3%	-11	-12%
- CCN(CC)CCNC(=O)Cn1cnc2sc(C)c(S(=O)(=O)N3CCN(c4ccccc4OC)CC3)c2c1=O
→ -4	-3%	-18%	1%&0%	3%	-1	-1%	0%	-3%	-15	-12%
- O=C(NCc1ccccc1)N1CCn2c(nc3ccccc32)C1
→ 7	-3%	?	1%	-3%	0	0%	-12%	1%	3	-8%
- O=C(NCCc1ccc(Cl)cc1)c1cccnc1
→ 1	14%	?	-7%	0%	0	15%	-7%	13%	-2	19%
- CCCc1nnc(NC(=O)Cn2cnc3ccccc3c2=O)s1
→ 2	-1%	4%	-2%	3%	3	2%	-2%	1%	6	-8%
- CCN(CC)C(=N)N1c2ccccc2CCC1C (stereo unspecified)
→ 0	-1%	7%	6%	-7%	2	0%	1%	-5%	-8	1%
- Cc1cnc(C(=O)OCC(=O)Nc2ccc(C)c(S(=O)(=O)N3CCOCC3)c2)cn1
→ 10	10%	/	/	0%	/	/	5%	/	-6	/
- Cc1cc(C)cc(N(CC(=O)N2CCC(C)CC2)S(C)(=O)=O)c1
→ 13	-8%	-2%	4%	-1%	3	-1%	-10%	-6%	-30	-5%
- COc1ccc(-n2nc(C(=O)NCC(=O)N3CCN(c4ccccc4F)CC3)c3ccccc3c2=O)cc1OC
→ 12	6%	-7%	0.95µM*	-7%	2	?	-15%	28%	-5	2%
- N/C(Cc1cccs1)=N\OC(=O)COc1ccccc1Cl
→ -3	23µM*	-28%	24µM*	-5%	1	15%	0%	?	9	-9%
- O=c1c(C(c2ccccc2)c2c(O)nc3n(c2=O)CCS3)c(O)nc2n1CCS2
→ -7	2%	9%	-2%	2%	6	-8%	9%	1%	-3	3%
- Cc1cc(C(=O)N2CCCC(N3CCN(c4cccc(C(F)(F)F)c4)CC3)C2)c(C)o1 (stereo unspecified)
→ 8	1%	-5%	-2%	0%	0	1%	1%	-1%	-4	-5%
- O=C(CCn1c(=S)oc2ccccc21)Nc1cc([N+](=O)[O-])ccc1F
→ 20	-1%	42%	1%	12%	-3	-3%	1%	-2%	18	-11%
- CCN(CC)S(=O)(=O)c1ccc(NC(=O)c2cnc(C)cn2)cc1
→ 5	2%	4%	6%	-4%	2	-3%	-1%	4%	9	-6%
- O=C(CCN1C(=O)/C(=C/C=C/c2ccccc2)SC1=S)Nc1ccccn1
→ 4	17%	-36%	24µM*	-2%	-2	0%	2%	5%	-14	-6%
- Cc1cc(C)c(S(=O)(=O)/N=C2/C=C(SCC(=O)O)C(=O)c3ccccc32)cc1C
→ -117*	-7%	-18%	21µM*	-1%	-46*	4%	-14%	-1%	-10	?
- CCc1nc2c(sc3nc4c(cc32)COC(C)(C)C4)c(=O)n1Cc1ccccc1
→ -19	-5%	-5%	-10%	-20%	0	-6%	-1%	-13%	-16	-3%
- CC(=O)Nc1c(O)nc(SCC(=O)Nc2cccc(C)c2)[nH]c1=O
→ -1	2%	4%	-1%	0%	8	-2%	1%	1%	-12	3%
- CCN(CC(=O)Nc1ccccc1C(F)(F)F)C(=O)C1CCN(C(=O)Nc2ccccc2)CC1
→ -27	2%	/	2%	0%	/	1%	1%	-4%	13	/

The list continues:
Under each structure: KCNH2 3.1 inh	ELG1 genotox	RORg inh	FLuc modulator	uPA surface inh	Coupling enz	NPC1 prom act	Tb PFK inh	Rab9 prom act	Giardia kill	Gal4-VP16 FLuc
- COc1cccc(CC2(CO)CCN(Cc3ccc(NC(C)=O)cc3)CC2)c1
→ -42	4%	2%	-1%	/	2	-10%	4%	-6%	-5	-6%
- N/C(=N\OC(=O)C12CC3CC(CC(C3)C1)C2)c1ccccc1
→ 8	11%	6%	4.8µM*	/	2	16%	0%	1%	15	1%
- CCN(C(=O)CSc1nc(-c2ccccc2)c(-c2ccccc2)[nH]1)C1CCS(=O)(=O)C1 (stereo unspecified)
→ 15	0%	-45%	1%	-4%	5	0%	1%	-3%	-12	7%
- COc1ccc(-c2nc(CSCC(=O)N3CCN(C(=O)c4ccco4)CC3)c(C)o2)cc1OC
→ 7	3%	1%	-2%	-8%	0	2%	0%	0%	13	2%
